High-throughput results deposited in PubChem BioAssay by several laboratories.
LEDGF integ inh: blocks HIV-1 LEDGF/p75-dependent DNA integration. AID 743269. 370,000 tested, 0.64% active. TR-FRET IN-LEDGF/p75 DNA integration, Eu/Cy5. inhibition, % at 3.7 µM;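 active = inhibition above the screen-wide mean plus 3 SD, cut at about 13% in these data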;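 note: signal is the Cy5 over europium emission ratio at 671 and 618 nm; 0% = plate median of compound wells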
TCR CD3 inh: inhibitors of human TCR-CD3 interaction | TAMRA-labeled TCR probe fluorescence, biochemical | inhibition, % at 9.4 µM | 360,000 tested, 0.37% active | AID 651800; in the data active = inhibition above about 19%;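 note: recombinant mutant TCR 2C K166C tagged with TAMRA read by polarization; 0% = receptor in buffer alone and 100% = receptor with positive control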
PRMT1 FP inh: inhibitors of human PRMT1 | 370,000 tested, 1.3% active | inhibition, % at 2.79 µM | recombinant PRMT1, activity-based probe fluorescence polarization | Q99873;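 active = inhibition above about 21% made by adding two undisclosed values, limit read from the data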
HTRA1 inh: HTRA1 (human) protease inhibition | Q92743 | recombinant HTRA1, FP-rhodamine activity-based probe, fluorescence polarization | inhibition, % at 5.96 µM | 340,000 tested, 0.5% active | AID 504803; in the data active = inhibition above about 36%;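 note: 0% = enzyme with DMSO and 100% = wells lacking enzyme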
PG9 Ab binder: PG9 antibody binding by small molecule. TR-FRET gp120-PG9 antibody binding. inhibition, % at 6.7 µM. 360,000 tested, 0.43% active. AID 624416; in the data active = inhibition above about 8.5%
rCAG RNA binder: r(CAG) repeat RNA binding; TO-PRO-1 dye displacement fluorescence; inhibition, % at 3 µM; 370,000 tested, 1.3% active; AID 651821;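 active = inhibition above the plate cutoff, the mean of all test compounds on that plate plus 3 SD, cut at about 35% in these data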;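 note: 0% = DMSO alone and 100% = 100 µM mitoxantrone as full dye displacement; higher means more dye released from RNA so lower well fluorescence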
mABHD4 FP: inhibitors of mouse ABHD4. Q8VD66. purified mABHD4, FP-Rh probe fluorescence polarization. inhibition, % at 8.92 µM. 370,000 tested, 0.54% active. AID 720543;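 active = inhibition exceeding the mean over every tested compound plus 3 SD, cut at about 30% in these data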;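 note: 0% = plate median of compound wells and 100% = S159A mutant with DMSO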
Target sequence (Q8VD66 whole entry, looked up): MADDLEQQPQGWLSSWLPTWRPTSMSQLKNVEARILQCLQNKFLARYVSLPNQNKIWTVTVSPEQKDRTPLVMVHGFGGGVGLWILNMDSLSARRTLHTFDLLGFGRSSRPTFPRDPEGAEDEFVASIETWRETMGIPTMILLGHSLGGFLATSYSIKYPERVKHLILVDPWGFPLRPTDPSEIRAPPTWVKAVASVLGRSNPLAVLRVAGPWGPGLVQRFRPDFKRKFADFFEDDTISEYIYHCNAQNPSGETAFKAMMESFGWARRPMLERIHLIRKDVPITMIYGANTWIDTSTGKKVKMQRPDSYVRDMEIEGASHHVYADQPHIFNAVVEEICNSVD
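System: mouse ABHD4 enzyme, wild type / Medium: HEPES pH 7.0, NaCl, Pluronic buffer / Reagent: FP-Rh activity-based fluorescent probe / Control set: S159A mutant high control, sample median low control / Detection: fluorescence polarization with parallel and perpendicular emission, 525/598 nm / Schedule: 45 min + 60 min at 25 °C / Compound dosing: 8.92 µM, single dose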
NR1D1 modulator: modulators of human Rev-erb alpha DNA binding; P20393; Rev-erbα–FITC-DNA binding, fluorescence polarization, 90 min; activity, % at 10 µM; 370,000 tested, 0.79% active;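 active = activity above about 14%, limit read from the data; passing the limit was not always enough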;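 note: 0% = DMSO wells with 35 nM protein and 100% = DMSO wells with 750 nM protein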
Target sequence (P20393 whole entry, looked up): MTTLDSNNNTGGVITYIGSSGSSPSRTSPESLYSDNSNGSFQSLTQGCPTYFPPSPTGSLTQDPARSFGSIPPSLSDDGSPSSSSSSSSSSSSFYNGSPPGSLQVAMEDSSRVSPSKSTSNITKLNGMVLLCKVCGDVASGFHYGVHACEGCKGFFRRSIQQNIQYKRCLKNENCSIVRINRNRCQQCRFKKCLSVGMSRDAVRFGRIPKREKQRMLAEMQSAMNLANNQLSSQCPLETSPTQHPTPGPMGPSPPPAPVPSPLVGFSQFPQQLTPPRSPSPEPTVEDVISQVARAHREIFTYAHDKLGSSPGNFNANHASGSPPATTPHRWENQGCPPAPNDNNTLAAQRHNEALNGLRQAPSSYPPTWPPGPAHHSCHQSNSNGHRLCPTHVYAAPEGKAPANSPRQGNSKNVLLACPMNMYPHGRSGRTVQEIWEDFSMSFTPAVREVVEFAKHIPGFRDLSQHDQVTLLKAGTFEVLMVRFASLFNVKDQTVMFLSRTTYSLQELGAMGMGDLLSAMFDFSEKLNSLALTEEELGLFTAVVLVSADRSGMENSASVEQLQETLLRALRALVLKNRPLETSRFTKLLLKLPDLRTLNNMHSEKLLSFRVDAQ
MBD2 DNA inh: inhibitors of human MBD2 binding to methylated oligonucleotide. TR-FRET. 370,000 tested, 0.31% active. AID 686964. Q9UBB5. inhibition, % at 4.4 µM; in the data active = inhibition above about 13%
UHRF1 binding: human UHRF1 methylated DNA binding inhibitors; inhibition, % at 4.4 µM; AID 687016; Q96T88; UHRF1 binding to methylated oligo, TR-FRET; 370,000 tested, 0.75% active; in the data active = inhibition above about 21%;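 note: UHRF1 SRA domain binding a hemimethylated CpG hairpin DNA probe; 0% = median of test compound wells and 100% = reference inhibitor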
* = called active by the depositor; · = no result given. Only part of the results is shown; the hit share may differ from the screen's.

SMILES | LEDGF integ inh | TCR CD3 inh | PRMT1 FP inh | HTRA1 inh | PG9 Ab binder | rCAG RNA binder | mABHD4 FP | NR1D1 modulator | MBD2 DNA inh | UHRF1 binding
O=C(Cn1cnc2c(nnn2Cc2ccccc2)c1=O)NCC1CCCO1 (stereo not given) | 4 | 3 | -4 | -1 | -1.0 | 2 | 6 | -5 | -6 | 1
Cc1[nH]n2c(=O)c(C#N)c(-c3ccccc3)nc2c1-c1ccccc1 | 3 | 1 | -2 | -1 | -3.5 | 7 | 10 | 0 | -7 | -1
CCOC(=O)c1c(S(=O)(=O)N2CCc3ccccc32)c(C)n(C)c1C | -7 | -5 | 5 | -4 | -0.5 | 0 | -4 | 6 | 1 | 4
O=C(CP(=O)(c1ccccc1)c1ccccc1)N1CCOCC1 | -2 | -2 | 3 | -2 | -0.6 | -1 | 3 | 1 | -1 | 0
COc1ccc(NC(=O)CSc2nc3scc(C)c3c(=O)[nH]2)cc1 | -4 | -7 | 2 | -9 | 2.9 | 12 | -5 | -3 | -3 | -1
CCOC(=O)CC1CCCCN1C(=O)c1ccc2oc(CCc3ccccc3)nc2c1 (stereo not given) | -2 | 3 | 0 | 0 | -0.7 | -7 | 2 | -1 | 0 | 0
CCc1ccc(OCc2ccc(C(=O)O)o2)cc1 | 0 | -5 | -3 | -2 | 0.2 | 2 | -3 | -4 | -2 | -1
CCOc1ccc(CCNC(=O)c2cc(-c3ccccc3)c(N3CCOCC3)s2)cc1OCC | -3 | -1 | 1 | -11 | -1.8 | 2 | 0 | 2 | 4 | 1
CC1CCc2nc3ccc(S(=O)(=O)N4CCC(C(=O)NC(C)c5ccccc5)CC4)cc3c(C(=O)O)c2C1 (stereo not given) | 2 | 10 | -3 | -7 | -1.7 | 38* | 8 | -1 | 4 | 0
O=C(O)C1CCCCC1C(=O)Nc1ccc(Cl)cc1Cl (stereo not given) | -2 | 2 | 1 | 3 | 0.1 | -1 | 4 | -4 | 1 | 1
CCN(CC)S(=O)(=O)c1ccc(NC(=O)COC(=O)c2cc(S(=O)(=O)Nc3ccc(OC)cc3)ccc2O)cc1 | 3 | 5 | 1 | -37 | -1.0 | 36* | -29 | -1 | 1 | -2
CCn1c(SCC(=O)Nc2cc(Cl)ccc2OC)nnc1C1CC1 | -1 | -11 | 0 | 3 | -2.7 | -3 | -2 | 10 | 2 | 0
O=C(NCC1CC1)Nc1ccccc1 | -2 | 0 | -2 | 4 | -0.9 | 0 | -3 | 1 | -3 | -2
O=C1CCC(C(=O)NC2(C(=O)NC3CCCCC3)CCCCC2)N1 (stereo not given) | 0 | 6 | 0 | -4 | -2.5 | 0 | 2 | -2 | -1 | 0
Fc1ccc(-c2nnc(N3CCOCC3)c3ccccc23)cc1F | -6 | 0 | -3 | -6 | 1.3 | -2 | 3 | -1 | 1 | 2
COc1cc(Cl)c(C)cc1NC(=O)CN1CCN(C(=O)c2cccs2)CC1 | 5 | 2 | -1 | -5 | -2.1 | -1 | -10 | -10 | -4 | 0
Cc1sc2ncn3c(C)nnc3c2c1C | -1 | 0 | 1 | 6 | 1.7 | 2 | 5 | -3 | -2 | -4
COc1cc(OC)cc(C(=O)NNc2nc3cc4c(cc3s2)OCO4)c1 | -2 | 1 | 18 | 1 | -2.9 | 10 | 14 | 8 | -6 | -2
Cc1noc(C)c1COc1ccccc1C(=O)N(C)Cc1ccc(C(C)(C)C)cc1 | 2 | 6 | -5 | -12 | -0.4 | -3 | 4 | -2 | -1 | -1
CCOC(=O)c1cc2nc(-c3ccccc3)cc(C)n2n1 | -3 | 9 | 5 | 10 | -1.0 | 0 | 3 | -3 | 0 | -3
COc1ccc(C(C)=O)cc1CSC(=N)N | -4 | 1 | 5 | -1 | -2.5 | 2 | 0 | -3 | 1 | -2
Cc1ccccc1CN1CCCCC(NC(=O)c2ccc(F)cc2F)C1=O (stereo not given) | -2 | · | 4 | · | · | -1 | 1 | -7 | 2 | 6
O=S1(=O)CC(N2CCN(CCO)CC2)CN1Cc1ccccc1 (stereo not given) | 35* | 1 | -4 | · | 0.5 | 0 | -6 | 3 | -7 | -1
Cc1ccc(/C=N/n2c(C)nnc2C)o1 | 0 | 12 | -2 | 7 | -1.8 | 4 | 1 | -7 | 2 | -1
S=C(c1ccc(-c2ccc(Cl)cc2Cl)o1)N1CCCCC1 | 0 | -6 | 5 | -19 | 1.4 | 4 | -8 | 12 | -1 | 6
Continuation:
SMILES | LEDGF integ inh | TCR CD3 inh | PRMT1 FP inh | HTRA1 inh | PG9 Ab binder | rCAG RNA binder | mABHD4 FP | NR1D1 modulator | MBD2 DNA inh | UHRF1 binding
Cc1cc(C(=O)N/N=C/c2cn[nH]c2-c2ccccc2)cs1 | -1 | 8 | -1 | 6 | -1.4 | 0 | 0 | 0 | 0 | 1
CCC(C(=O)Nc1c(C)cccc1C)n1c(-c2ccc(-c3ccccc3)cc2)nc2ccccc21 (stereo not given) | 2 | 1 | 0 | · | -2.5 | 12 | -15 | 1 | -3 | -1
COc1ccc(S(=O)(=O)N(C(=O)c2ccncc2)c2ccc(OC(=O)c3ccncc3)cc2)cc1 | 0 | 0 | 2 | 2 | -1.2 | -5 | 2 | 4 | 2 | 1
Cc1ccc(F)c(S(=O)(=O)NC(=O)C2(C)CCN2C(=O)Cc2ccc(Cl)cc2Cl)c1 (stereo not given) | 1 | 6 | 2 | · | -1.1 | 30 | -5 | 0 | -1 | 0
CC(=O)c1ccc(N2Cc3ccccc3/C2=N\C(=O)Nc2ccc(Cl)cc2)cc1 | 2 | 9 | -3 | -7 | 2.5 | 0 | 14 | 7 | -3 | 2
CC(C)OC(=O)Cc1nc2sc(-c3ccccc3)cc2c(=O)[nH]1 | -8 | -10 | 11 | -34 | 0.0 | 16 | -10 | 0 | 5 | 0
Cn1nccc1C(=O)Nc1sc2c(c1C(N)=O)CCCC2 | -2 | 2 | -3 | -6 | 0.8 | 3 | 5 | 1 | -3 | 1
Cc1oc(-c2cccc(Cl)c2)nc1CN1CCC(C(=O)N2CCN(c3ccccc3F)CC2)CC1 | 1 | 4 | -3 | -20 | -2.3 | 6 | 7 | 0 | 0 | 0
CCC(C)NC(=O)Cn1cnc2sc(C)cc2c1=O (stereo not given) | -1 | 4 | -3 | -2 | -0.5 | 2 | 1 | -4 | 0 | -3
Cc1nn(Cc2ccc(F)cc2)c(C)c1NC(=O)c1noc2c1CCc1ccccc1-2 | -1 | -11 | 6 | -6 | -2.3 | 2 | -2 | 0 | 3 | -1
N#Cc1cc2ccc(N3CCOCC3)cc2cc1C#N | 31* | 0 | 1 | 18 | -0.5 | 8 | 4 | -2 | -7 | -1
COc1ccc(C2SCC(=O)N2c2ccc(C)cc2)cc1 (stereo not given) | 2 | 4 | 2 | -6 | 1.6 | -7 | 6 | 0 | -5 | 0
CC(C)Sc1nnc([C@H](Cc2c[nH]c3ccccc23)NC(=O)OC(C)(C)C)o1 | -1 | 5 | -3 | -4 | -1.1 | -7 | -1 | 2 | -4 | -1
CCOCCCNc1nc2c(c(=O)[nH]c(=O)n2C)n1CCCc1ccccc1 | 6 | -1 | 3 | -4 | 1.1 | -2 | -7 | -6 | 5 | 5
CC(C)Oc1cc2oc(=O)c3c(c2cc1Cl)CCC3 | -1 | 2 | 1 | 3 | -3.1 | -1 | -4 | 6 | -5 | 1
CCCCC(=O)N(C)c1c(C)nc2ccc(C(=O)N3CCNC(=O)C3)cn12 | 4 | 4 | -2 | · | 1.5 | 1 | 0 | -4 | -2 | 1
COc1ccccc1CNC(=O)/C=C/c1cc2c(cc1Br)OCO2 | 2 | 6 | 2 | -2 | 0.6 | 0 | 2 | -2 | 2 | -1
O=C(COC(=O)CNS(=O)(=O)/C=C/c1ccccc1)Nc1cc(S(=O)(=O)N2CCCCC2)ccc1Cl | 2 | -3 | 2 | -9 | -0.1 | 7 | 0 | 7 | 2 | 1
COc1ccc(NC(=O)CSc2nnc(C3CC3)n2-c2ccccc2)cc1 | -2 | -3 | 2 | 3 | -0.8 | -2 | -1 | 3 | 3 | 1
O=C1/C(=C/c2ccncc2)N=C2CCCCCN12 | 5 | 2 | -6 | 5 | 0.7 | 0 | -10 | -3 | -9 | 0
O=C(c1ccccc1-c1nc(-c2ccccc2)no1)N1CCOCC1 | 2 | 0 | 2 | -1 | -2.5 | -2 | 2 | -1 | -2 | 3
O=C(O)c1ccc(Cn2cnc3scc(-c4ccccc4)c3c2=O)cc1 | -4 | -1 | 2 | -10 | 0.8 | 7 | -4 | 4 | 6 | 4
COc1cccc(-n2c(COc3ccc(C)cc3)nnc2SCC(=O)O)c1 | 10 | -8 | -2 | 0 | -2.2 | 17 | -3 | -2 | 2 | 2
N#CCOc1ccccc1/C=C/c1nc2ccccc2c(=O)[nH]1 | 5 | 4 | 2 | -10 | -0.6 | 5 | 1 | 6 | -8 | -1
O=S(=O)(Nc1cc(S(=O)(=O)N2CCOCC2)ccc1N1CCCC1)c1cccs1 | 3 | 10 | -1 | -2 | -3.0 | 4 | 1 | 0 | -6 | 0

A second format for part of the listing above:
| mol | LEDGF integ inh | TCR CD3 inh | PRMT1 FP inh | HTRA1 inh | PG9 Ab binder | rCAG RNA binder | mABHD4 FP | NR1D1 modulator | MBD2 DNA inh | UHRF1 binding |
| --- | --- | --- | --- | --- | --- | --- | --- | --- | --- | --- |
| Cc1ccccc1CN1CCCCC(NC(=O)c2ccc(F)cc2F)C1=O (stereo not given) | -2 | · | 4 | · | · | -1 | 1 | -7 | 2 | 6 |
| O=S1(=O)CC(N2CCN(CCO)CC2)CN1Cc1ccccc1 (stereo not given) | 35* | 1 | -4 | · | 0.5 | 0 | -6 | 3 | -7 | -1 |
| Cc1ccc(/C=N/n2c(C)nnc2C)o1 | 0 | 12 | -2 | 7 | -1.8 | 4 | 1 | -7 | 2 | -1 |
| S=C(c1ccc(-c2ccc(Cl)cc2Cl)o1)N1CCCCC1 | 0 | -6 | 5 | -19 | 1.4 | 4 | -8 | 12 | -1 | 6 |

(list continues)
SMILES | LEDGF integ inh | TCR CD3 inh | PRMT1 FP inh | HTRA1 inh | PG9 Ab binder | rCAG RNA binder | mABHD4 FP | NR1D1 modulator | MBD2 DNA inh | UHRF1 binding
CCCCCCCCNS(=O)(=O)CCNCc1ccc(OC)cc1 | -4 | 4 | 1 | -5 | -0.4 | 1 | -1 | 4 | -4 | 0
COc1cc(OC)cc(C(=O)NC(C(=O)Nc2ccc(N3CCOCC3)cc2)C(C)C)c1 (stereo not given) | -2 | 4 | 1 | 6 | 0.0 | -2 | -3 | 2 | 1 | -2
Cc1ccc(OCCCCCCN2CCNCC2)cc1 | 2 | 3 | -1 | 4 | 1.8 | 5 | 5 | 3 | 5 | -1
O=C1NC(c2ccccc2)Nc2c1sc(=S)n2-c1ccccc1 (stereo not given) | 2 | -5 | 18 | 7 | 1.6 | 13 | -5 | 0 | 5 | 7
Cc1ccc(-n2[nH]c(C)c(C=Nc3ccc(S(=O)(=O)Nc4nccs4)cc3)c2=O)cc1C | 1 | -1 | 2 | -1 | -2.0 | 56* | 17 | -1 | -2 | -8
COc1cc2cc(C(=O)N[C@@H](Cc3ccccc3)C(=O)O)n(C)c2c(OC)c1OC | 2 | -4 | 4 | -1 | -0.6 | 7 | 0 | 0 | -5 | 1
O=C(CNC(=O)c1ccc(Cl)cc1Cl)OCc1nnc(-c2ccccc2)o1 | -1 | 5 | -1 | 0 | -1.6 | -3 | 0 | 2 | -1 | 0
O=c1n(Cc2ccccc2)c(O)c2n1Cc1ccccc1N=C2c1ccccc1 | -1 | -1 | 2 | · | -2.2 | 2 | 1 | 5 | 1 | -3
Cc1ccccc1C1c2[nH]c3ccccc3c2CCN1Cc1cccn1-c1ncccn1 (stereo not given) | 0 | -7 | 3 | -5 | 0.1 | -1 | -2 | -5 | 3 | 0
